AddAB inh – less growth of phage-infected E. coli with AddAB; E. coli expressing H. pylori AddAB, absorbance growth; inhibition, % at 11.9 µM; hit rate 0.29% among 330,000; in the data active means inhibition above about 12%;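 further: 0% = vehicle wells of infected cells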
DAGLB inhibitor – diacylglycerol lipase beta (human) inhibition. AID 504411. inhibition, % at 5.17 µM. hit rate 0.059% among 340,000. HEK293T DAGLB membrane lysate, EnzChek fluorogenic substrate; in the data active means inhibition above about 34%;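 further: 0% = enzyme with vehicle and 100% = wells lacking enzyme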
Target sequence (Q8NCG7 whole entry, looked up): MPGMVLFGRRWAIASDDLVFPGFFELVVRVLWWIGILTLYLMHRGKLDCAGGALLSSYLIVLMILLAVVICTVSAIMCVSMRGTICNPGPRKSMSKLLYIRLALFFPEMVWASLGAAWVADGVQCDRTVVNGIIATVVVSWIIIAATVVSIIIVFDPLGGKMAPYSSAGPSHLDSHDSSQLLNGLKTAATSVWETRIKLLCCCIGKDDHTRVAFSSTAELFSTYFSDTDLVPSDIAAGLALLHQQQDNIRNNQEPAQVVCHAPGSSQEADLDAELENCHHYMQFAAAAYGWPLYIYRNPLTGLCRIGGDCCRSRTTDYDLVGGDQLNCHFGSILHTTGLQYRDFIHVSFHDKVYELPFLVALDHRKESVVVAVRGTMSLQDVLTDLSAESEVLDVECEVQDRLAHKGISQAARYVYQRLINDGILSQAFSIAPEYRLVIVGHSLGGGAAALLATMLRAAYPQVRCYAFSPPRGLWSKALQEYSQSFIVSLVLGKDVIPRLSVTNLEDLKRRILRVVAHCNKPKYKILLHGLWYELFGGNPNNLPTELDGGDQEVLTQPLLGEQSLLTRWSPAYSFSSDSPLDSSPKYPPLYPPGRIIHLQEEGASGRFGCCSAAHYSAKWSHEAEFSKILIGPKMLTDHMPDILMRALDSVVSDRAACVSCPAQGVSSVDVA
Tat transport – E. coli Tat transport inhibition; hit rate 0.036% among 340,000; E. coli MC4100 TorA-mCherry Tat export, fluorescence; inhibition, % at 10 µM; AID 488895;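 active means mean replicate inhibition at least 50% and at least half of replicates individually reaching 50%; inconclusive means only one of the two criteria met; inactive means neither criterion met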;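 further: exported cargo escapes ClpAP degradation while cytoplasmic cargo is degraded and loses fluorescence; 0% = median of neutral control wells and 100% = median of NaSCN control wells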
CDK5 inh – inhibitors of human CDK5/p35 kinase; Recombinant CDK5/p35, ADP-Glo luminescence, 60 min; hit rate 0.01% among 330,000; AID 488839; Q00535+Q15078; inhibition, % at 10 µM;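 active means highest replicate inhibition of at least 50% and at least 75% of replicates reaching 50%; inconclusive means only one of the two criteria met; inactive means both criteria failed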;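 further: plate controls were DMSO neutral control for no effect and GW8510 at 10 µM for full effect; many of its hits are not listed in these tables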
phage Ecoli inh – E. coli growth loss with phage present | hit rate 0.26% among 360,000 | growth absorbance | inhibition, % at 11.9 µM; in the data active means inhibition above about 11%
Ecoli viability – reduces bacterial viability in AddAB counter-screen | AID 449728 | hit rate 0.27% among 330,000 | E. coli V3065 growth, OD600 absorbance, 18 h | inhibition, % at 11.9 µM;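 active means inhibition above the campaign's mean inhibition across all tested compounds plus 3 SD, cut at about 9.9% in these data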;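 further: uninfected addAB+ strain grown without phage in ampicillin broth; 0% = DMSO wells and 100% = ciprofloxacin 0.95 µg/ml wells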
HTR5A ag ctr – counter-screen for OPRM1-OPRD1 agonists: human HTR5A agonism; HTR5A agonist assay, luminescence, cell-based; hit rate 0.61% among 340,000; activation, % at 9.3 µM; in the data active means activation mostly above about 9.5%, no sharp cut-off; inactive means mostly below about 7.6%;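 further: 0% = cells with vehicle only and 100% = reference agonist; strong numbers were not always called active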
PKA-R1A act – PKA-R1A complex activation; activation, % at 11.4 µM; hit rate 0.083% among 340,000; AID 504707; PKA-R1A dissociation, Cy5-IP20 fluorescence polarization; scaled: DMSO 0%, 113 µM cGMP 100%;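 active means percent activation above the mean of all tested compounds plus 3 SD, cut at about 19% in these data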;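 further: higher means more PKAc released from R1A so a rise in polarization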
PKA-R2B act – activates the human PKA-R2B holoenzyme complex; PKA-R2B holoenzyme dissociation, Cy5-IP20 fluorescence polarization; R2B truncated from residue 108, S112A mutant; 0% DMSO only, 100% 113 µM cGMP; activation, % at 11.4 µM; hit rate 0.079% among 340,000;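 active means activation above a cutoff set at the mean over all compounds plus 3 SD, cut at about 18% in these data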;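 further: higher means more holoenzyme dissociation and a rise in polarization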
Target sequence (P31323 whole entry, looked up, other chains not shown, the tested form may be a part): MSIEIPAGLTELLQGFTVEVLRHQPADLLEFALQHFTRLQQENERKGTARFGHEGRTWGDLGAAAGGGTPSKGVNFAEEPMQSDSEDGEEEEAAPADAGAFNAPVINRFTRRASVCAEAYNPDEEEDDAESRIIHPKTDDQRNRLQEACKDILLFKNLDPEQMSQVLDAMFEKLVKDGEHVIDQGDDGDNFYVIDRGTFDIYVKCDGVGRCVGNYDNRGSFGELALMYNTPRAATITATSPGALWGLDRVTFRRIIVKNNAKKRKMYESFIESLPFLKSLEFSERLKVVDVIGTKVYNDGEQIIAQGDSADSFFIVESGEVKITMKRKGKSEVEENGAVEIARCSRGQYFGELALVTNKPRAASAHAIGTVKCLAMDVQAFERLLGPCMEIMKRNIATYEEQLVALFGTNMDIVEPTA
HTR5A inv ag – HTR5A inverse agonism, opioid heterodimer counter-screen | HTR5A cell line, luminescence | P47898 | AID 504634 | hit rate 0.083% among 340,000 | inhibition, % at 9.3 µM; in the data active means inhibition mostly above about 23%, no sharp cut-off; inactive means mostly below about 18%;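 further: 0% = cells with DMSO and 100% = no-cell wells with DMSO; some compounds called inactive have numbers as strong as hits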
SUMO Mot1 rescue – inhibitors of SUMOylation pathway: yeast Mot1-301 growth rescue; hit rate 1% among 320,000; AID 2716; S. cerevisiae Mot1-301 growth rescue, ATP luminescence, 38.5C; percent above DMSO median, 100 means doubled; growth rescue, % at 18.8 µM;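 active means every valid replicate shows activation above 250% relative to neutral control wells; inactive means the rest, any valid replicate at or below 250%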;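 further: OY570 slx delta 5 strain wells were the positive control but not used for scaling; some compounds called inactive have numbers as strong as hits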
An asterisk follows results filed as active; ? = inconclusive; / = no result given.

SMILES	AddAB inh	DAGLB inhibitor	Tat transport	CDK5 inh	phage Ecoli inh	Ecoli viability	HTR5A ag ctr	PKA-R1A act	PKA-R2B act	HTR5A inv ag	SUMO Mot1 rescue
COc1ccc(N2CCN(C(=O)Cc3ncc(C(F)(F)F)cc3Cl)CC2)cc1	2.3	0	5	0.3	3.2	-0.4	-4	-3	-5	13	130
Cc1cc(NC2CCCC2)n2ncc(-c3ccccc3)c2n1	-1.3	-17	6	0.7	-0.9	-1.6	2	6	12	-8	-21
CCOC(=O)c1c(NC(=O)c2cc(-c3cccc(O)c3)on2)sc(C(C)=O)c1C	0.0	1	2	1.4	3.1	-1.5	0	0	-2	0	-15
Cc1ccc(C(=O)Nc2cccnc2)cc1S(=O)(=O)N1CCOCC1	0.2	-2	7	1.9	2.6	-0.6	1	-2	4	-16	5
Cc1ccc(NC(=O)CNc2cccc(C)c2C)c(C)c1	-0.1	-5	4	1.4	1.1	0.6	0	-1	3	12	8
CC(OC(=O)CCN=C1NS(=O)(=O)c2ccccc21)C(=O)Nc1ccc(F)cc1 (stereo unspecified)	0.3	-1	4	1.0	1.1	-0.6	1	4	1	17	-10
O=C(O)c1cnn2c1C(=O)N(Cc1cccs1)CC2	5.6	/	5	-1.2	2.5	-0.2	/	/	/	/	-4
CCCc1nc2c(=O)[nH]c3ccccc3c2o1	0.9	-7	-10	-1.0	2.8	-0.9	0	-11	-3	-47	-11
Cc1ccc(NC(=O)CCC(=O)NNC(=S)Nc2ccc(F)cc2)c(C)c1	0.4	1	1	-0.5	1.2	2.5	3	2	4	17	8
COc1cc(OC)cc(C(=O)N/N=C/c2ccc(OC)c(COc3ccc(F)cc3)c2)c1	1.1	-3	2	-1.3	2.1	0.1	-3	-7	-8	-2	15
CCOC(=O)c1c(C)[nH]c(NC(=O)Nc2c(C)n(C)n(-c3ccccc3)c2=O)c1C	-0.1	1	5	-2.0	2.3	-2.7	0	-7	-7	15	-2
CCc1ccccc1NC(=S)/N=C(\N)Nc1nc(C)c2cc(C)ccc2n1	5.2	-2	0	0.2	2.9	1.7	7	-6	-7	-26	24
COc1ccc(-c2noc(N3CCC(C(=O)Nc4ccc(OC)cc4OC)CC3)n2)cc1	-0.3	-3	0	-4.2	3.3	1.8	0	-3	10	4	-1
O=C(CCCCCNC(=O)N1CCn2c1nc1ccccc12)NCCc1ccccc1	2.2	1	-3	0.1	0.0	-1.2	/	-4	-1	/	5
O=C(COc1cccc(F)c1)NNC(=O)Cc1ccc(Br)cc1	1.5	1	-4	-0.6	-0.2	-1.1	1	0	12	-2	7
CCOC(=O)c1nn(-c2ccccc2F)c2nc(Nc3ccccc3)cc(=O)n12	4.4	0	-4	1.8	2.1	0.5	-8	2	-6	22	244
CCOc1ccccc1NC(=O)C1CCCN(C(=O)Nc2ccccc2)C1 (stereo unspecified)	-0.2	-1	-5	-0.9	1.5	1.9	5	1	-7	3	-14
CC(C)(C)OC(=O)C[C@@H]1C/C=C\C[C@H](CC(=O)NCCO)C(=O)N[C@@H](Cc2ccccc2)COC1=O	2.4	-1	-3	-0.5	0.6	1.6	4	9	-4	-10	-5
COc1ccc2c(Cl)c(C(=O)NCCc3ccc(S(N)(=O)=O)cc3)sc2c1	2.8	-2	-2	-0.2	2.7	2.8	0	0	-2	14	-4
COc1ccc(NC(=O)c2cc(-c3ccccn3)nc3ccccc23)c(OC)c1	-2.1	-3	-2	-1.0	2.2	-3.2	-2	-14	-4	10	50
O=C(Nc1ccc(N2CCCCC2)cc1)C1CCCN1S(=O)(=O)c1ccc(F)cc1 (stereo unspecified)	2.5	1	-3	-1.9	0.1	-0.2	-4	4	-7	9	1
COc1ccc(C(=O)COc2ccccc2C#N)cc1	3.0	-2	-3	0.3	0.7	-0.7	0	4	0	15	-3
Cc1ccc(N2CC(C(=O)OCC(=O)C(C)(C)C)CC2=O)cc1 (stereo unspecified)	3.4	-1	5	-1.6	2.7	2.7	2	0	1	-5	18
Cc1cccc(NC(=O)C2CCCN2C(=O)NC2CCCCC2)c1 (stereo unspecified)	0.9	2	0	0.4	0.0	2.4	-4	11	-4	12	8
COCCN1C(=S)NC(c2cccc(C(F)(F)F)c2)C(C(=O)N2CCOCC2)=C1C (stereo unspecified)	-0.2	-2	-4	0.2	-0.1	1.8	2	-3	7	-4	4
Cc1cc(-c2nnc3sc(C4CCCCC4)nn23)n[nH]1	3.3	-3	2	0.0	1.2	0.9	-6	-7	3	-4	691*
CC(=O)Nc1ccc(N(C(=O)Cc2c[nH]c3ccccc23)C(C(=O)NC2CCCCC2)c2ccco2)cc1 (stereo unspecified)	-1.4	16	-10	-1.7	0.0	-0.6	2	-8	-19	-6	-5
COc1ccc(C(CNc2ccc(C(F)(F)F)cn2)N(C)C)cc1OC (stereo unspecified)	2.5	0	-6	1.7	1.8	-0.9	19*	6	-11	-56	-7
O=S1(=O)CCC(N=Cc2cc(Br)ccc2O)C1 (stereo unspecified)	4.6	8	-11	-2.1	3.0	-0.7	0	-4	-4	-1	77
CC(=O)O[C@H]1CC[C@H]2[C@@H]3CCc4cc(O)ccc4[C@H]3CC[C@]12C	-3.3	-1	-5	-0.9	/	-1.4	0	7	-15	0	-11
CCOC(=O)C1=C(C)c2ccccc2OC1(C(=O)OCC)C(C)C (stereo unspecified)	2.3	-7	?	6.1	2.6	1.1	6	-7	1	-20	/
CN1CCN(NC(=S)Nc2ccc(Oc3ccccc3)cc2)CC1	0.5	3	-2	1.1	0.0	-0.3	-1	3	-6	3	-13
N#C/C(=C/C1=C(N2CCOCC2)C(=C/c2ccc(Cl)cc2)/CC1)C(=O)Nc1ccccc1F	/	-3	-6	-1.4	3.0	/	-4	-8	7	16	/
C/C(=N\NC(=O)c1c(Cl)c(C)nn1C)c1ccc(NC(=O)C2CCC2)cc1	-0.4	1	-9	0.7	0.7	2.8	3	-8	-11	-19	207
CN(C)c1ccc(NC(=O)CCn2c(=S)oc3ccccc32)cc1	1.8	0	-6	-0.5	5.4	1.1	-2	-3	11	5	13
N#CCCN(C(=O)COC(=O)CNC(=O)c1ccc(-c2ccccc2)cc1)c1ccc(F)cc1	-2.8	3	0	1.0	1.1	-2.0	5	-2	-15	-12	6
CCCn1nc(NC(=O)c2ccccn2)c2cc3cc(C)ccc3nc21	-1.2	-5	1	0.1	2.4	-1.9	2	-8	-3	18	159
COCCSc1ccccc1C(=O)Nc1cc(C)on1	1.3	-2	-1	-2.9	2.0	-1.1	-3	-3	1	1	-12
O=C(/C=C/c1ccco1)NCC(=O)N/N=C/c1ccc(Cl)cc1	-0.2	-1	-3	0.8	2.6	0.1	-3	2	6	8	8
CCN(CC)CCNC(=O)c1cc([N+](=O)[O-])c(N(C)C)cc1OC	1.4	0	0	1.3	1.7	1.6	6	-2	0	-16	8
CC(=O)c1cccc(OCc2cc(C(=O)NCCC3=CCCCC3)no2)c1	3.4	-4	-4	-0.6	-1.0	0.1	0	-16	-7	2	9
O=C(O)c1c[nH]c2c([N+](=O)[O-])cccc2c1=O	/	0	-21	0.6	11*	/	1	0	2	-5	/
C/C(=N\NC(=O)c1c[nH]c2ccccc12)c1ccc2c(c1)OCO2	-0.8	0	4	-3.1	1.6	1.8	2	-9	-9	-5	1
CN1CCC(N(C)C(=O)c2cccc(S(=O)(=O)N3CCOCC3)c2)CC1	1.3	1	-16	-0.1	3.0	-1.4	2	-9	6	-5	-20
NC1=NC(=O)C(CC(=O)NCc2ccccc2)S1 (stereo unspecified)	1.7	-2	-2	-1.8	4.0	-1.4	0	-12	-9	0	0
Cc1ccc2c(C)c(C(=O)N3CCN(Cc4ccccn4)CC3)oc2c1C	-0.4	-2	10	-0.4	-0.6	-0.4	2	-6	-10	27	5
Cc1ccc(C(=O)NN2C(=O)/C(=C/c3cccn3C)SC2=S)cc1	3.6	1	2	0.2	5.0	-0.3	-3	-4	-7	14	58
COc1ccc(-c2csc(Nc3ccccc3)[n+]2CC(O)c2ccc([N+](=O)[O-])cc2)cc1 (stereo unspecified)	0.9	1	3	3.4	0.9	-0.1	-4	-7	-8	11	5
Cc1ccc(S(=O)(=O)NNC(=S)NC(=O)c2ccc([N+](=O)[O-])cc2)cc1	3.2	0	-17	-1.0	0.2	1.9	5	-3	3	-33	33
CCN1CCN(CC(=O)Nc2nc3ccc(C)cc3s2)CC1	1.1	1	11	-0.9	-5.3	-2.5	5	-1	-5	-18	7
Remaining list, next part:
SMILES	AddAB inh	DAGLB inhibitor	Tat transport	CDK5 inh	phage Ecoli inh	Ecoli viability	HTR5A ag ctr	PKA-R1A act	PKA-R2B act	HTR5A inv ag	SUMO Mot1 rescue
COc1ccc(NS(=O)(=O)c2ccc3c(c2)oc(=O)n3C)cc1Cl	0.3	1	-5	2.2	-1.4	-1.0	4	-5	1	-14	36
O=C(CSc1nnc(CN2CCCCCC2=O)n1-c1ccccn1)NCC(F)(F)F	-0.8	2	-6	-0.9	0.9	-0.2	0	15	2	8	12
CSc1ccc(S(=O)(=O)NC2CCCCC2)cc1	-0.3	0	-9	0.0	3.8	-1.0	0	1	2	-40	6
Cc1cc(C)n2nc(S(=O)(=O)N(C)Cc3ccccc3)nc2n1	2.3	1	-16	-1.1	2.4	0.1	-1	-5	2	4	-10

Arranged by number of heavy atoms (ascending): 8 of the compounds above.
SMILES	AddAB inh	DAGLB inhibitor	Tat transport	CDK5 inh	phage Ecoli inh	Ecoli viability	HTR5A ag ctr	PKA-R1A act	PKA-R2B act	HTR5A inv ag	SUMO Mot1 rescue
CSc1ccc(S(=O)(=O)NC2CCCCC2)cc1	-0.3	0	-9	0.0	3.8	-1.0	0	1	2	-40	6
CCN1CCN(CC(=O)Nc2nc3ccc(C)cc3s2)CC1	1.1	1	11	-0.9	-5.3	-2.5	5	-1	-5	-18	7
Cc1cc(C)n2nc(S(=O)(=O)N(C)Cc3ccccc3)nc2n1	2.3	1	-16	-1.1	2.4	0.1	-1	-5	2	4	-10
COc1ccc(NS(=O)(=O)c2ccc3c(c2)oc(=O)n3C)cc1Cl	0.3	1	-5	2.2	-1.4	-1.0	4	-5	1	-14	36
Cc1ccc(S(=O)(=O)NNC(=S)NC(=O)c2ccc([N+](=O)[O-])cc2)cc1	3.2	0	-17	-1.0	0.2	1.9	5	-3	3	-33	33
Cc1ccc2c(C)c(C(=O)N3CCN(Cc4ccccn4)CC3)oc2c1C	-0.4	-2	10	-0.4	-0.6	-0.4	2	-6	-10	27	5
O=C(CSc1nnc(CN2CCCCCC2=O)n1-c1ccccn1)NCC(F)(F)F	-0.8	2	-6	-0.9	0.9	-0.2	0	15	2	8	12
COc1ccc(-c2csc(Nc3ccccc3)[n+]2CC(O)c2ccc([N+](=O)[O-])cc2)cc1 (stereo unspecified)	0.9	1	3	3.4	0.9	-0.1	-4	-7	-8	11	5

Source: PubChem BioAssay (several laboratories)
